CYP2C19 inhib = inhibitors of human CYP2C19; P33261; CYP2C19 Supersomes, luciferin-H EGE luminescence, 30 min; inhibition, % at 5 µM; 96,000 compounds, 21% hits; AID 778;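 active = CYP2C19 inhibition above a set limit at 5 µM in the primary screen, cut at about 50% in these data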;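 also: plate controls were negative control wells for no effect and 2.5 mM tranylcypromine positive control for full effect; values of inactives mirror those of a sister screen read the other way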
Target sequence (P33261 whole entry, looked up): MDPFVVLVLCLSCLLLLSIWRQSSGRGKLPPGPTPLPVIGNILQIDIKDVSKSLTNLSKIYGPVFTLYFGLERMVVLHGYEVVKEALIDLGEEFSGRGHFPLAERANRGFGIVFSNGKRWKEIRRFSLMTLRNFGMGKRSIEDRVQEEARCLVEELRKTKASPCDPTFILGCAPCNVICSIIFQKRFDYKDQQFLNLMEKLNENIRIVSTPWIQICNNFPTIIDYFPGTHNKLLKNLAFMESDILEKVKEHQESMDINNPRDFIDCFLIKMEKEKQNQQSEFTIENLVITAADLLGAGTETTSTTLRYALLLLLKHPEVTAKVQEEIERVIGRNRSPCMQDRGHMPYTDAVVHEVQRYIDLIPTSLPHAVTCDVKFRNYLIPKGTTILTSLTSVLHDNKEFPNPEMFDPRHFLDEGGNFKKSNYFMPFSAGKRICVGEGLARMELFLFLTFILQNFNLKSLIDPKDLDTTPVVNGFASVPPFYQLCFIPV
PLAP act = activates human placental alkaline phosphatase | P05187 | purified PLAP enzyme, luminescent substrate read-out; stronger effect = higher value | activation fold at 20 µM | 96,000 compounds, 1.2% hits; in the data active = activation fold above about 2
Target sequence (P05187 whole entry, looked up): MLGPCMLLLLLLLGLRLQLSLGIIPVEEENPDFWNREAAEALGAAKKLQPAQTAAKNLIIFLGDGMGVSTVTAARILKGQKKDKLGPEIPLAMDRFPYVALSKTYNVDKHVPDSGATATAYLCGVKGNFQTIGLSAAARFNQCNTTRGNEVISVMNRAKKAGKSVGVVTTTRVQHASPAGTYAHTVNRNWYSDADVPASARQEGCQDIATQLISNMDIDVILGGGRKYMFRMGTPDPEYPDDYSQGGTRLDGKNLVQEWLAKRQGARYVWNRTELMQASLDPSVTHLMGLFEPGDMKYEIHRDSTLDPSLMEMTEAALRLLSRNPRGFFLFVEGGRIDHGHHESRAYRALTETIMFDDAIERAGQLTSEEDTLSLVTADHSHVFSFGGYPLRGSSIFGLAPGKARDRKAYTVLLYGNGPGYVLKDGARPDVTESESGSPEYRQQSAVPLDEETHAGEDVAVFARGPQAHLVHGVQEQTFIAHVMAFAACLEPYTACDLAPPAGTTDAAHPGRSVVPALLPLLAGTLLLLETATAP
CYP2C19 act = increases human CYP2C19 enzyme activity; activation factor at 5 µM; P33261; AID 1025; recombinant CYP2C19, luciferin-H EGE luminescence; stronger effect = higher value; 0 = fully inhibited enzyme, 1 = untreated enzyme; 96,000 tested, under 10 active;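 active = activation factor of at least 2 at 5 µM in the primary screen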;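 also: 0 = wells with 2.5 mM tranylcypromine and 1 = vehicle-only wells; values of inactives mirror those of a sister screen read the other way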
CYP2C9 inhib = inhibitors of human CYP2C9 | P11712 | CYP2C9 Supersomes, luciferin-H conversion, luminescence | inhibition, % at 5 µM | 96,000 compounds, 20% hits | AID 777;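 active = blocking of liver enzyme CYP2C9 beyond about 50% at 5 µM, limit read from the data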; also: values of inactives mirror those of a sister screen read the other way
CYP2C9 act = activators of human CYP2C9; P11712; recombinant CYP2C9, luciferin-H conversion, luminescence; stronger effect = higher value; factor 1 = untreated enzyme, 0 = blocked; activation factor at 5 µM; 96,000 compounds, 1.4% hits;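 active = activation factor of 2 or more for CYP2C9 at a 5 µM dose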;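 also: 0 = sulfaphenazole-blocked wells and 1 = vehicle-only wells; values of inactives mirror those of a sister screen read the other way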
EphB4 ephrin blk = antagonists of human EphB4-ephrin-B2 interaction | EphB4 LBD / TNYL-RAW-Alexa532 peptide, fluorescence polarization | 97,000 compounds, 0.15% hits | inhibition, % at 7 µM;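 active = inhibition above the screen-wide mean inhibition plus 3 SD, cut at about 15% in these data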;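 also: 0% = DMSO wells and 100% = excess unlabeled TNYL-RAW peptide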
PostGolgi yeast = growth inhibition of a yeast mutant, post-Golgi transport screen; post-Golgi transport phenotypic cell assay; inhibition, % at 10 µM; 98,000 compounds, 0.9% hits; AID 739; in the data active = inhibition above about 30%;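 also: yeast cells grown in 1536-well plates; yeast grown about 18 h at 30C before absorbance read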
PTK2B oligo ant = antagonists of human Pyk2 oligomerization; Q293 cells, Pyk2 FERM NanoBiT luminescence; stronger effect = lower value; AID 1347419; 99,000 compounds, 0.83% hits; Q14289; z-score (the deposit names both 25 µM and 10 µM);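 active = Z-score of -3 or lower, scaled per plate to the spread of control and sample wells; inactive = z-score above -3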;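 also: negative z-score means lost luminescence so less FERM oligomerization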
E coli WT exp = growth inhibitors of E. coli BW25113 wild type; 98,000 compounds, 0.15% hits; growth inhibition, % at 100 µM; OD600 absorbance;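 active = growth inhibition above about 50% at one test dose, limit read from the data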;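 also: growth measured after 20 h incubation at 37 °C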
An asterisk follows results filed as active; . = not tested or not shown.

SMILES	CYP2C19 inhib	PLAP act	CYP2C19 act	CYP2C9 inhib	CYP2C9 act	EphB4 ephrin blk	PostGolgi yeast	PTK2B oligo ant	E coli WT exp
CCC(C)n1c(SCC(=O)Nc2cc(C)on2)nc2ccccc2c1=O (stereo not drawn)	62*	1	0.4	52*	0.5	4	-6	-1.7	7
CCOC(=O)N1CCC(N2C(=O)c3ccccc3C2Nc2ccccc2C)CC1 (stereo not drawn)	65*	1.5	0.4	80*	0.2	-10	8	.	-3
O=S(=O)(Cc1ccccc1)N1CCc2ccccc2C1	97*	0.9	0	-270	3.7*	1	4	0.46	-8
CCOC(=O)COc1ccc(S(=O)(=O)Nc2ccc3c(c2)OCCO3)cc1	6	1	0.9	7	0.9	4	2	1.2	-3
Cc1ccc(S(=O)(=O)/C=C2\NC(=O)CS2)cc1	12	1	0.9	21	0.8	6	-2	0.81	3
O=C(c1cc(S(=O)(=O)N2CCOCC2)ccc1F)N1CCN(Cc2ccccc2)CC1	75*	1.6	0.3	9	0.9	.	-1	0.04	-1
COC(=O)Cn1c2ccc(OC)cc2c2nc3ccccc3nc21	0	0.9	1	4	1	-3	2	-1.3	0
Cc1ccc(Cn2cc(SCC(=O)Nc3nccs3)c3ccccc32)cc1	-10	0.9	1.1	91*	0.1	2	-4	.	-13
COC(=O)c1ccsc1NC(=O)C1COc2ccccc2O1 (stereo not drawn)	31	0.8	0.7	23	0.8	-6	-2	.	-16
O=C1[C@@H]2C(Cc3ccc(O)cc3)NC3(C(=O)Nc4ccc(F)cc43)[C@@H]2C(=O)N1c1ccccc1 (stereo partly drawn)	7	1.1	0.9	26	0.7	2	5	-0.88	2
CCC(c1nnnn1Cc1ccco1)N(CCc1ccccc1)Cc1cc2cccc(C)c2[nH]c1=O (stereo not drawn)	38	1.5	0.6	29	0.7	5	-13	0.22	-9
O=C(OCC(O)CN1CCCCC1)C12CC3CC(CC(C3)C1)C2 (stereo not drawn)	25	1.6	0.7	-7	1.1	-4	1	0.76	3
COc1cc(OC)cc(C(=O)NC(=S)NCc2ccco2)c1	-5	0.9	1.1	33	0.7	4	3	0.26	-10
COc1ccccc1-c1nnc(NC(=O)OCC(C)C)s1	19	1.4	0.8	-144	2.4*	-1	1	0.49	-13
O=C1COc2ccc(C(=O)COC(=O)CCc3ccc(S(=O)(=O)N4CCOCC4)cc3)cc2N1	-5	1	1	20	0.8	2	24	0.01	5
COc1ccccc1CNC(=O)C1CC(c2c(Cl)cccc2Cl)=NO1 (stereo not drawn)	84*	0.9	0.2	-115	2.2*	0	2	.	0
COc1ccc(Nc2cc(C)nc3ncnn23)c(OC)c1	-14	1.1	1.1	41	0.6	-1	-1	.	3
COc1ccc(-c2nnc(CSc3ncnc4sc5c(c34)CCC5)o2)cc1OC	42	1.5	0.6	53*	0.5	.	.	0.5	.
COC(=O)c1cc(NCc2c(F)cccc2Cl)ccc1N1CCOCC1	37	1.4	0.6	-17	1.2	1	5	1	7
CC(C)CC(=O)N1CCN(S(C)(=O)=O)CC1	6	1	0.9	0	1	8	2	0.23	-5

Rewritten with bars between the fields: part of the list above
SMILES | CYP2C19 inhib | PLAP act | CYP2C19 act | CYP2C9 inhib | CYP2C9 act | EphB4 ephrin blk | PostGolgi yeast | PTK2B oligo ant | E coli WT exp
CCC(C)n1c(SCC(=O)Nc2cc(C)on2)nc2ccccc2c1=O (stereo not drawn) | 62* | 1 | 0.4 | 52* | 0.5 | 4 | -6 | -1.7 | 7
CCOC(=O)N1CCC(N2C(=O)c3ccccc3C2Nc2ccccc2C)CC1 (stereo not drawn) | 65* | 1.5 | 0.4 | 80* | 0.2 | -10 | 8 | . | -3
O=S(=O)(Cc1ccccc1)N1CCc2ccccc2C1 | 97* | 0.9 | 0 | -270 | 3.7* | 1 | 4 | 0.46 | -8
CCOC(=O)COc1ccc(S(=O)(=O)Nc2ccc3c(c2)OCCO3)cc1 | 6 | 1 | 0.9 | 7 | 0.9 | 4 | 2 | 1.2 | -3
Cc1ccc(S(=O)(=O)/C=C2\NC(=O)CS2)cc1 | 12 | 1 | 0.9 | 21 | 0.8 | 6 | -2 | 0.81 | 3
O=C(c1cc(S(=O)(=O)N2CCOCC2)ccc1F)N1CCN(Cc2ccccc2)CC1 | 75* | 1.6 | 0.3 | 9 | 0.9 | . | -1 | 0.04 | -1
COC(=O)Cn1c2ccc(OC)cc2c2nc3ccccc3nc21 | 0 | 0.9 | 1 | 4 | 1 | -3 | 2 | -1.3 | 0
Cc1ccc(Cn2cc(SCC(=O)Nc3nccs3)c3ccccc32)cc1 | -10 | 0.9 | 1.1 | 91* | 0.1 | 2 | -4 | . | -13
COC(=O)c1ccsc1NC(=O)C1COc2ccccc2O1 (stereo not drawn) | 31 | 0.8 | 0.7 | 23 | 0.8 | -6 | -2 | . | -16
O=C1[C@@H]2C(Cc3ccc(O)cc3)NC3(C(=O)Nc4ccc(F)cc43)[C@@H]2C(=O)N1c1ccccc1 (stereo partly drawn) | 7 | 1.1 | 0.9 | 26 | 0.7 | 2 | 5 | -0.88 | 2
CCC(c1nnnn1Cc1ccco1)N(CCc1ccccc1)Cc1cc2cccc(C)c2[nH]c1=O (stereo not drawn) | 38 | 1.5 | 0.6 | 29 | 0.7 | 5 | -13 | 0.22 | -9
O=C(OCC(O)CN1CCCCC1)C12CC3CC(CC(C3)C1)C2 (stereo not drawn) | 25 | 1.6 | 0.7 | -7 | 1.1 | -4 | 1 | 0.76 | 3
COc1cc(OC)cc(C(=O)NC(=S)NCc2ccco2)c1 | -5 | 0.9 | 1.1 | 33 | 0.7 | 4 | 3 | 0.26 | -10
COc1ccccc1-c1nnc(NC(=O)OCC(C)C)s1 | 19 | 1.4 | 0.8 | -144 | 2.4* | -1 | 1 | 0.49 | -13
O=C1COc2ccc(C(=O)COC(=O)CCc3ccc(S(=O)(=O)N4CCOCC4)cc3)cc2N1 | -5 | 1 | 1 | 20 | 0.8 | 2 | 24 | 0.01 | 5
COc1ccccc1CNC(=O)C1CC(c2c(Cl)cccc2Cl)=NO1 (stereo not drawn) | 84* | 0.9 | 0.2 | -115 | 2.2* | 0 | 2 | . | 0
COc1ccc(Nc2cc(C)nc3ncnn23)c(OC)c1 | -14 | 1.1 | 1.1 | 41 | 0.6 | -1 | -1 | . | 3
COc1ccc(-c2nnc(CSc3ncnc4sc5c(c34)CCC5)o2)cc1OC | 42 | 1.5 | 0.6 | 53* | 0.5 | . | . | 0.5 | .

Going on with the list:
SMILES	CYP2C19 inhib	PLAP act	CYP2C19 act	CYP2C9 inhib	CYP2C9 act	EphB4 ephrin blk	PostGolgi yeast	PTK2B oligo ant	E coli WT exp
Cc1ccc(C)c(NC(=O)C2CC(Cl)=CCC2C(=O)O)c1 (stereo not drawn)	-12	1	1.1	4	1	0	18	0.97	6
C=CCc1cc(OC)ccc1OCC(O)CN1CCN(c2ccc(OC)cc2)CC1 (stereo not drawn)	15	1.6	0.8	-9	1.1	0	-6	0.85	12
C=CCOc1cccc(C2/C(=C(/O)c3ccc(Cl)cc3)C(=O)C(=O)N2CCN2CCOCC2)c1 (stereo not drawn)	26	1.5	0.7	0	1	-3	-4	0.62	4
CN(C)S(=O)(=O)Oc1cccc(C(=O)Nc2cccc(Cl)c2)c1	70*	0.6	0.3	82*	0.2	1	13	-2.4	2
COC(=O)c1ccc(Oc2nc(Nc3ccc(F)cc3)nc(N3CCCC3)n2)cc1	32	1	0.7	32	0.7	-3	4	0.29	-11
C=CCNC(=S)NNC(=O)c1ccc(OCC(C)C)cc1	-2	1.4	1	8	0.9	3	1	-0.4	4
CCOc1cc(C(=O)N2CCN(c3ccccc3)CC2)cc(OCC)c1OCC	16	1.5	0.8	-17	1.2	3	-1	0.08	-13
CCc1cc(-c2[nH]ncc2-c2ccc3c(c2)OCO3)c(O)cc1O	100*	2.5*	0	99*	0	.	.	-2.1	.
COc1ccc(OC)c(C(c2nnnn2C2CCCC2)N2CCN(c3ccccc3F)CC2)c1 (stereo not drawn)	95*	1.9	0.1	94*	0.1	3	9	-3.8*	-11
CCN(CCCNC(=O)c1[nH]c(C)c(C(C)=O)c1C)c1cccc(C)c1	53*	1	0.5	50	0.5	-8	-2	0.14	-4
Cc1nc(C(=O)Nc2ccc(F)cc2)nn1-c1ccc([N+](=O)[O-])cc1	5	0.9	1	20	0.8	-14	29	0.45	3
COc1ccc(S(=O)(=O)Nc2cc3c4c(oc3c3ccccc23)CCCC4=O)cc1	46	1.2	0.5	82*	0.2	0	2	-1.5	-2
Cc1nn(C(C)C(=O)NCc2ccccc2Cl)c(=O)c2c1sc1ccccc12 (stereo not drawn)	88*	1.4	0.1	97*	0	3	-13	-1.7	-5
O=C(NCc1ccccn1)C1CCN(S(=O)(=O)c2cccs2)CC1	2	1	1	2	1	2	-1	0.57	13
CC(C)NCCCOc1ccc(Cl)cc1Br	23	0.9	0.8	12	0.9	-9	-5	-0.1	21
O=C(c1ccco1)N1CCN(C(=O)c2cccs2)CC1	52*	0.9	0.5	21	0.8	0	-1	1.1	5
CCOCCCNC(=O)C(c1ccc(OC)cc1)N(Cc1ccc2c(c1)OCO2)C(=O)CNC(C)=O (stereo not drawn)	.	.	.	.	.	-1	1	0.5	-9
COC(=O)C1CCN(C(=O)c2c(-c3ccccc3Cl)noc2C)CC1	54*	1.2	0.5	15	0.9	6	-1	-0.19	7
Cc1cc2n(n1)C(c1ccco1)Nc1ccccc1-2 (stereo not drawn)	16	0.9	0.8	18	0.8	-5	2	-0.22	3
Cc1ccc(OCCN2CCN(C(=O)CCC(=O)Nc3nnc(C)s3)CC2)cc1	.	.	.	.	.	9	1	-0.26	-5
Cc1ccc(/C=N/Nc2cccc3cccnc23)c(O)c1	-6	1	1.1	-10	1.1	6	3	0.14	-11
O=C1NC2(CCCCC2)N=C1c1ccccc1	25	1	0.8	16	0.8	-8	8	0.73	1
CCOC(=O)Cc1csc(NC(=O)c2ccc(Cl)nc2)n1	17	1	0.8	18	0.8	4	4	0.17	2
O=C(O)c1ccc(NC(=O)C2C3CCC(C3)C2C(=O)O)cc1 (stereo not drawn)	-13	1	1.1	-6	1.1	-2	5	0.03	3
Cc1ccc(OCCn2c(NC(=O)c3ccco3)nc3ccccc32)cc1	9	1	0.9	-23	1.2	6	-11	0.27	-9
O=C(O)CCSc1nnc(-c2cccnc2)n1-c1ccccc1	-1	0.9	1	-4	1	3	-14	0.27	4
O=C(Nc1ccc(N2C(=O)C3C4C=CC(C4)C3C2=O)cc1)Nc1nnc(C(F)(F)F)s1 (stereo not drawn)	8	1.1	0.9	43	0.6	-8	0	.	-11
COc1ccc(/C=N/Nc2nc3ccccc3o2)cc1O	51*	2.1*	0.5	52*	0.5	-4	3	0.09	1
CN(C)S(=O)(=O)c1cccc(CSc2cccc[n+]2[O-])c1	4	1.1	1	6	0.9	-1	-11	0.39	-4

Source: PubChem BioAssay (several laboratories)
